# From PubChem BioAssay
# TbPYK inhibitor: inhibitors of Trypanosoma brucei pyruvate kinase; Q57TT1; TbPYK enzyme, Kinase-Glo Plus ATP luminescence, 45 min; Potency, µM (highest dose often 76.8 µM), inactives show at the highest dose activity, negative = inhibition, hits mostly inhibitors; hit rate 0.12% among 410,000; AID 624173; further: potency means the concentration at half of the fitted maximal effect; on the % scale 0 is the no-effect control and ±100 the full control effect; nearly all actives have a fitted effect of over 50% in size
#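 T. brucei PYK with substrate was exposed to pin-transferred compounds across a concentration series, then started with 130 uM ADP (final). After 45 min at room temperature, Kinase-Glo Plus luminescence was read, normalized and curve-fitted.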
# Pf growth 96h: P. falciparum growth inhibition at 96 hour, primary screen for plastid delayed-death inhibitors; Potency, µM (doses to about 28.7 µM), for inactives: at the top dose activity change, negative = inhibition, usual class: inhibitors; P. falciparum luciferase reporter growth, 96 h; hit rate 6.9% among 320,000; further: potency means the concentration at half of the fitted maximal effect; on the % scale 0 is the no-effect control and ±100 the full control effect
#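 96 h incubation, 37 C, 5% CO2, of luciferase-reporter P. falciparum-infected RBCs (2% hematocrit, 0.05% parasitemia final) with test compounds; endpoint luminescence.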
# Pf growth 48h: inhibits P. falciparum growth in the first generation, 48 h. Potency, µM (highest dose often 28.7 µM), for the others: top-dose activity change, negative = inhibition, usual class: inhibitors. hit rate 5.9% among 310,000. P. falciparum luciferase growth in erythrocytes, 48 h; further: potency means the concentration at half of the fitted maximal effect; on the % scale 0 is the no-effect control and ±100 the full control effect
#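 Growth was read as firefly luciferase luminescence after a 48 h, 37 C, 5% CO2 exposure of compounds to reporter-bearing P. falciparum cultures (0.1% parasitemia, 2% hematocrit final) in Albumax-supplemented RPMI 1640.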
# LmPK inhibitor: LmPK (Leishmania mexicana) enzyme inhibition; hit rate 0.37% among 290,000; Q27686; purified LmPK, Kinase-Glo ATP luminescence, 1 h; Potency, µM (series often up to 57.5 µM), without a hit: at the highest dose activity change, negative = inhibition, most hits filed as inhibitors; further: potency means the concentration at half of the fitted maximal effect; on the % scale 0 is the no-effect control and ±100 the full control effect
# Target sequence (Q27686 whole entry, looked up): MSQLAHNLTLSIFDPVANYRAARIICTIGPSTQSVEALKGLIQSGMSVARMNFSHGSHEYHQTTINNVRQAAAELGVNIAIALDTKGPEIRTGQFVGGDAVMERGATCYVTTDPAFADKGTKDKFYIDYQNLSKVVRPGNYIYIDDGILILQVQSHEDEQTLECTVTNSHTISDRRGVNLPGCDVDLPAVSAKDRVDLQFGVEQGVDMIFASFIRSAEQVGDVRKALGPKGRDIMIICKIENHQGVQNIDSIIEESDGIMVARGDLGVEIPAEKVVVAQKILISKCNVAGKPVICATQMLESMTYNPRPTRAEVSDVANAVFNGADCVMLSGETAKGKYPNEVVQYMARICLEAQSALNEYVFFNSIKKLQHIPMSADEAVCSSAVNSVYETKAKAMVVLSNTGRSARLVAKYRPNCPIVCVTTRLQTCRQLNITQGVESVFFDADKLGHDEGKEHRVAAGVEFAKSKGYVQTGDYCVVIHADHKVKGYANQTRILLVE
#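 ATP generated from ADP (0.1 mM) and PEP (0.5 mM) by 0.1 nM LmPK over 1 h at room temperature (pH 7.2 imidazole buffer) was detected by coupled luciferase luminescence. Values were normalized to uninhibited and no-enzyme wells.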
# Shiga toxin inh: Shiga toxin inhibition; Vero cells, Shiga toxin protein synthesis inhibition reporter; hit rate 9.2% among 290,000; inhibition, % at 38.7 µM; in the data active means inhibition mostly above about 28%, no sharp cut-off; inactive means mostly below about 43%; further: 0% is about no effect
# AMA1 RON2 block: inhibitors of Plasmodium falciparum AMA1-RON2 interaction. Potency, µM (series often up to 58.2 µM), without a hit: at the top dose activity change, negative = inhibition, actives largely listed as inhibitors. hit rate 0.2% among 360,000. AlphaScreen AMA1-biotinylated RON2 peptide binding. AID 720542;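 further: potency means the concentration at half of the fitted maximal effect; 0% = vehicle wells and -100% = peptide control; nearly all actives have a fitted effect of over 45% in size; some results filed as inactive show a strong effect at the top dose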
#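 AMA1 (3D7) with his tag at 25 nM final met compounds first, then biotinylated RON2 peptide at 25 nM; detection used donor plus acceptor beads, 10 µg/mL apiece, read by AlphaScreen after 30 min at room temperature.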
# Cycloheximide cs: counter-screen for Shiga toxin inhibitors: cycloheximide protein synthesis inhibition; cell reporter, cycloheximide protein synthesis inhibition counterscreen; max response, %; hit rate 12% among 300,000; AID 2314; in the data active means max response mostly above about 13%, no sharp cut-off; inactive means mostly below about 14%; further: read at 38.3 µM for the half of the compounds with a filed dose; 0% is about no effect
# An asterisk follows results filed as active; ? = inconclusive; . = no result given; [ ] = dose if it differs, or a comment. Unless noted, the call rests on the fitted dose curve; in most records, active means well fitted curve in the direction sought with a large enough effect; inconclusive means small, poorly fitted or top-dose-only effect, or another doubt; inactive means no such curve, though single readings can be large; an effect the other way counts as inactive or inconclusive. Hits appear at their usual frequency; overall some 21% were active at least once.
no.	molecule	TbPYK inhibitor	Pf growth 96h	Pf growth 48h	LmPK inhibitor	Shiga toxin inh	AMA1 RON2 block	Cycloheximide cs
1	CCOCCCNC(=O)Cn1cnc2c(cnn2-c2ccc(C)c(C)c2)c1=O	5%	45%[activator]	5%	0%	14	5%	7
2	COc1cc(CC2C(=O)N(C)C(=O)N(C)C2=O)ccc1OCc1ccccc1	-12%	?	.	5%	26	15%	14
3	Cc1onc(-c2ccccc2Cl)c1C(=O)Nc1cnn(Cc2ccccc2)c1	-1%	23%	?	-1%	-9	-4%	4
4	CC(Sc1ccccc1)C(=O)N1CCN(S(=O)(=O)c2ccc(Cl)cc2)CC1 (centres undefined)	-6%	-20%	-18%	1%	9	-14%	-2
5	O=C(N/N=C/c1cccn1-c1ccc([N+](=O)[O-])cc1)c1cccnc1	3%	?	?	-6%	-9	3%	1
6	CCCc1nc2ccccc2c(=O)n1NC(=O)c1c(O)c2ccccc2n(C)c1=O	-6%	8%	17%	5%	12	66%[activator]	-2
7	C=CCn1c(SCC(=O)Nc2nc(C)cs2)nnc1C(NC(=O)c1ccccc1)C(C)C (centres undefined)	.	?	?	2%	-9	4%	12
8	CCCn1c(=O)c2c(nc3n2CCS3)n(C)c1=O	0%	?	?	7%	8	3%	-8
9	O=C(COC(=O)c1c(Cl)cccc1Cl)Nc1ccccc1Br	-1%	?	?	-7%	18	7%	26*
10	Cc1ccc(CNC(=O)CS(=O)(=O)c2cn(CC(=O)N3CCOCC3)c3ccccc23)cc1	-29%	?	-10%	9%	-11	14%	0
11	COc1cc(/C=N\NC(=O)c2c(C)nc3cc(C)ccn23)ccc1O	7%	?	-17%	-7%	-17	4%	-6
12	NC(=O)CN1CCOCCN(CC(N)=O)CCOCC1	1%	5%	24%	-2%	-6	64%[activator]	-4
13	COc1ccc(/C=N/OCC(=O)N2CC3(C)CC2CC(C)(C)C3)cc1OC (centres undefined)	0%	?	?	9%	-2	5%	-2
14	CC1CCN(S(=O)(=O)c2ccc3c(c2)c(=O)c(C(=O)NCc2ccccc2Cl)cn3C)CC1	.	?	6%	7%	12	.	-5
15	NCC(c1ccccc1)(c1ccccc1)c1ccccc1	2%	?	?	-6%	-6	-4%	-4
16	O=C(O)c1cccc(S(=O)(=O)Nc2ccccc2Cc2ccccc2)c1	2%	4%	13%	3%	-5	19%	-2
17	NS(=O)(=O)c1ccc(NC(=O)CSc2ccccn2)cc1	2%	-18%	15%	3%	-4	25%	8
18	CC(=O)c1cnc(Nc2cccc(Cl)c2Cl)s1	2%	32%[activator]	70%[activator]	-13%	81*	4%	37*
19	COc1cc(C2CC(=O)c3cnc(NC(=O)c4ccco4)nc3C2)cc(OC)c1OC (centres undefined)	-7%	38%[activator]	-2%	-2%	-10	-1%	-5
20	COc1ccc(NC(=S)N2CCC(C(=O)c3ccc(C)cc3)CC2)c(OC)c1	-2%	19%	4%	9%	-3	0%	-3
21	COc1cccc(C(=O)NNC(=O)c2ccc(NS(=O)(=O)c3cccs3)cc2)c1OC	0%	2.1µM*	2.9µM*	.	.	16%	.
22	Cc1ccc(S(=O)(=O)N/N=C\c2ccc3c(c2)OCO3)c(C)c1	1%	-17%	27%	-1%	-2	-3%	7
23	Cc1cccc(NC(=O)CCC(=O)N/N=C/c2ccco2)c1C	-5%	20%	3%	-3%	15	7%	1
24	Cc1[nH]c2ccc(-c3n[nH]c(=S)n3C)cc2c1C	?	.	-1%	-11%	2	19%	-6
25	Cc1c(NC(=O)/C(=C/c2cccs2)NC(=O)c2ccccc2)c(=O)n(-c2ccccc2)n1C	5%	22%	-15%	-3%	4	-3%	1
26	CCOC(=O)c1cnc(SCC(=O)c2ccc3c(c2)OCCO3)nc1N	3%	-1%	12%	5%	104*	-5%	28*
27	COc1ccc2c(CC(=O)OCC(=O)c3ccc(F)cc3)coc2c1	2%	50%	12%	3%	7	0%	-4
28	Cc1ccc2oc(=O)cc(CN3CCN(C/C=C/c4ccccc4)CC3)c2c1	-2%	8.3µM*	?	10%	-5	-1%	-1
29	Cc1ccc(C(C)n2cc(C(=O)NCCN3CCN(C)CC3)nn2)cc1 (centres undefined)	2%	?	-9%	-3%	14	32%[activator]	-4
30	Cc1cc2oc3c(c(=O)c2cc1C)C(c1ccc(C(C)C)cc1)N(CCCN1CCOCC1)C3=O (centres undefined)	-2%	?	?	1%	-9	-5%	-6

# Two entries from above, with each value named.
[21] COc1cccc(C(=O)NNC(=O)c2ccc(NS(=O)(=O)c3cccs3)cc2)c1OC
  TbPYK inhibitor = 0%
  Pf growth 96h = 2.1µM*
  Pf growth 48h = 2.9µM*
  LmPK inhibitor = .
  Shiga toxin inh = .
  AMA1 RON2 block = 16%
  Cycloheximide cs = .

[22] Cc1ccc(S(=O)(=O)N/N=C\c2ccc3c(c2)OCO3)c(C)c1
  TbPYK inhibitor = 1%
  Pf growth 96h = -17%
  Pf growth 48h = 27%
  LmPK inhibitor = -1%
  Shiga toxin inh = -2
  AMA1 RON2 block = -3%
  Cycloheximide cs = 7

# The list goes on.
no.	molecule	TbPYK inhibitor	Pf growth 96h	Pf growth 48h	LmPK inhibitor	Shiga toxin inh	AMA1 RON2 block	Cycloheximide cs
31	CCN1CCN(Cc2cc(Br)cc(Br)c2O)CC1	6%	.	1.7µM*	-1%	-27	18%	-5
32	CCOc1ccc(C2C(=O)N(C3CCCCC3)CC(=O)N2CC2CCCO2)cc1OC (centres undefined)	-2%	1%	-4%	0%	-29	9%	-5
33	COc1ccccc1Oc1ccc(N2CC(C(=O)OCC(=O)c3ccc(F)cc3)CC2=O)cc1 (centres undefined)	1%	13%	40%[activator]	3%	7	-7%	2
34	C[C@@H]1CC[C@]2(C(=O)O)CC[C@]3(C)C(=CCC4[C@]56CC[C@@](O)(OC5)C(C)(C)C6CC[C@]43C)C2[C@H]1C (some centres undefined)	0%	-1%	?	.	.	-15%	.
35	CNC(=O)c1c(NC(=O)c2ccc(S(=O)(=O)N3CC(C)OC(C)C3)cc2)sc2c1CCN(C(C)C)C2 (centres undefined)	2%	-7%	?	0%	-11	4%	-2
36	O=C(CSc1ccccc1)Nc1cccc(NC(=O)c2ccco2)c1	4%	0%	-5%	-3%	32	-6%	1
37	CCN(CC)CCNC(=O)c1ccc(NC(=O)c2ccc(Cl)c(S(=O)(=O)N3CCCCCC3)c2)cc1	3%	-58%	1.7µM*	1%	14	-19%	1
38	CCC1=NN(C(=O)c2ccccc2Br)C(O)(c2ccc(Br)cc2)C1 (centres undefined)	4%	42%[activator]	?	-1%	2	48%[activator]	-3
39	O=C1NC(=O)N(c2ccc3c(c2)OCO3)C(=O)/C1=C/c1cccs1	?	19%	17%	6%	49*	18%	1
40	COc1ccc(N2C(=NC(=O)C3CCCCC3)SC3CS(=O)(=O)CC32)cc1Cl (centres undefined)	-7%	87%[activator]	19%	-4%	2	-14%	-3
41	O=C(COC(=O)c1ccco1)NCCNC(=O)COC(=O)c1ccco1	-1%	30%[activator]	10%	-8%	-29	-11%	4
42	COC(=O)c1cc(NC(=O)c2cc3ccccc3o2)cc(C(=O)OC)c1	0%	-16%	-3%	7%	-3	0%	-3
43	CS(=O)(=O)c1ccc(C(=O)OCC(=O)NC23CC4CC(CC(C4)C2)C3)cc1[N+](=O)[O-]	-7%	-1%	0%	5%	-8	21%	-3
44	CSc1ccccc1-c1nnc(-c2ccc(Cl)c(Cl)c2)o1	3%	?	37%[activator]	-4%	5	11%	19
45	COC(=O)c1c(-c2ccc(C)cc2)csc1N	0%	13µM*	-9%	4%	-1	-9%	10
46	CC12CCC(=O)N1C(C(=O)NCCc1ccc(S(N)(=O)=O)cc1)CS2 (centres undefined)	1%	?	-16%	-8%	-21	-3%	-2
47	COc1ccc(NC(=S)NC(NC(C)=O)C(Cl)(Cl)Cl)c([N+](=O)[O-])c1 (centres undefined)	-13%	?	14%	-1%	-3	1%	1
48	COc1ccc(C(OC(=O)c2ccco2)C(=O)NC2CCCC2)cc1OC (centres undefined)	2%	6%	-3%	2%	-5	-4%	-2
49	CC(C)CC(NC(=O)c1ccc(C#CC(C)(C)O)s1)C(=O)O (centres undefined)	-2%	59%[activator]	12%	5%	-6	2%	-4
50	Cc1nn(Cc2noc(C(=O)NCc3ccccn3)n2)c(C)c1Br	4%	49%[activator]	17%	-12%	-3	86%[activator]	-13
51	COC(=O)C1=C(c2ccc(OC)c(OC)c2)C[C@@H]2CC[C@H]1N2C(=O)NCCc1ccccc1	-4%	-8%	?	.	.	-3%	.
52	CCOC(=O)c1ccccc1NC(=O)COC(=O)CCC(=O)N1CCOCC1	5%	0%	47%[activator]	0%	-9	-11%	-1
53	Cc1ccc(N(C)S(=O)(=O)c2cccc(C(=O)N(C)Cc3cnn(-c4ccccc4)c3)c2)cc1	-2%	?	?	.	.	-6%	.
54	CCN1CCN(C(CNS(=O)(=O)c2ccc(Br)cc2)c2cccnc2)CC1 (centres undefined)	9%	?	-6%	1%	-11	24%	-1
55	COc1ccc(CN2CC(=O)N(c3ccc(Cl)cc3)C2=S)cc1OC	-4%	?	13µM*	3%	-6	-5%	4
56	Cc1cc(SCC(=O)N/N=C/c2ccccc2C(=O)O)c(C)cc1Br	7%	41%[activator]	10%	-1%	-5	98%[activator]	-1
57	CCOc1ccc(NC(=O)C2CCCN2C(=O)NC2CCCCC2)cc1 (centres undefined)	-4%	13%	11%	-2%	4	12%	-3
58	O=C(N/N=C/c1ccc(Cl)cc1Cl)c1cccc(F)c1	-8%	192%[activator]	172%[activator]	-21%	137*	-3%	33*
59	Cc1c(NC(=O)c2ccc3c(c2)OCO3)cccc1-c1nc2ccccc2o1	-5%	-29%	8%	1%	39*	-2%	8
60	Fc1ccc(-c2nn(-c3ccccc3)cc2CNCc2ccccc2)cc1	-16%	16%	?	0%	-5	-28%	-3
61	Cc1cccc(NC(=O)c2nnn(-c3cccc(C(F)(F)F)c3)c2N)c1	-2%	5.9µM*	77%[activator]	-1%	31	2%	20
62	CNS(=O)(=O)c1cccc2nsnc12	0%	1%	12%	2%	-12	-9%	-5
63	C=CCSc1nc2c(c(=O)[nH]c(=O)n2C)n1CC	-16%	4%	-6%	4%	17	9%	-5
64	COc1cc(-n2c(C)nc3cc(C(=O)N4CCOCC4)ccc32)cc(OC)c1OC	0%	6%	12%	-6%	24	2%	-1
65	CCCNC(=O)CS(=O)Cc1nc(-c2cccc(OC)c2)oc1C (centres undefined)	-4%	?	.	8%	1	-11%	1
66	COc1ccc(CCN(C)c2ccc(C(N)=O)cc2[N+](=O)[O-])cc1OC	-2%	-2%	-4%	12%	8	-1%	-4
67	Cn1cc([N+](=O)[O-])c(C(=O)Nc2cc(Oc3ccccc3)cc([N+](=O)[O-])c2)n1	-16%	?	18%	-1%	-8	14%	-3
68	Cc1ccccc1-n1c(-c2ccoc2C)n[nH]c1=S	?	-1%	-3%	28µM*	9	19%	-1
69	Cc1c(NC(=O)c2ccc(C(=O)Nc3c(C)n(C)n(-c4ccccc4)c3=O)cc2)c(=O)n(-c2ccccc2)n1C	2%	-3%	33%[activator]	0%	.	0%	-2
70	Cc1ccc(C(=O)Nc2ccc(C(=O)N/N=C/c3cccnc3)cc2)cc1	5%	?	7%	2%	31	6%	11
